Source: PubChem
SDO1 yeast rescue – compounds rescuing growth of sdo1-depleted yeast, bone marrow failure model. S. cerevisiae sdo1-depleted JHY4D growth rescue, OD600 30 h; hits give high values; pdr5 snq2 efflux-pump mutant strain. z-score at 10 µM. hit rate 0.21% among 140,000. AID 817;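 active means z-score above 3 at both the 24 hr and the 30 hr optical density reads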;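 further: z-score against mean and SD of all compound wells on the same plate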
INS promoter inh – TRM-6 insulin promoter activity inhibition; AID 1273; inhibition, % at 2 µM; TRM-6 cells (human fetal islet line), insulin promoter-eGFP reporter, imaging; reporter expression induced with tamoxifen; hit rate 0.9% among 130,000;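 active means inhibition above the mean plus 3 SD, with well images judged a real hit on visual review, cut at about 60% in these data, passing the limit was not always enough; inconclusive means inhibition over the cutoff but images rejected on review; inactive means inhibition not above the cutoff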
SDO1 yeast rescue Rescue 24 h – second read-out of SDO1 yeast rescue, no call of its own (marks repeat the call); z-score; S. cerevisiae sdo1-depleted JHY4D growth rescue, OD600; measured here: growth rescue at 24 h;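 0 is the plate mean of compound wells and units are plate SD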
Numbers without * were called inactive; u = inconclusive; x = no result given; [ ] = remark or other dose.

entry	SDO1 yeast rescue	SDO1 yeast rescue Rescue 24 h	INS promoter inh	mol
1	-0.97	-0.59	-362	COc1ccc(NC(=O)CN2CCN(c3nc(-c4cccc(OC)c4)cs3)CC2)cc1
2	0.99	1.1	25	O=C(N/N=C\c1ccco1)c1cncc(Br)c1
3	-1.3	-1.1	-22	COc1ccc(S(=O)(=O)n2c(CCN3CCOCC3)nc3ccccc32)cc1
4	x	x	-21	COc1ccc(OC)c(S(=O)(=O)Nc2cccc(-c3ccc4nncn4n3)c2)c1
5	0.22	-0.15	-17	COc1cc2c(cc1OC)/C(=C/C(=O)N1CCOCC1)NC(C)(C)C2
6	1.1	0.29	-41	CN(C)CC(C)(C)CNS(=O)(=O)CC12CCC(CC1=O)C2(C)C (configuration not stated)
7	0.2	-0.73	44	O=C(NCc1ccco1)c1ccccc1Br
8	x	x	-25	Cc1csc(SCC(=O)NC(=O)NC(C)(C)C)n1
9	-1.6	-1.8	-38	O=C(CSc1nnc(COc2ccccc2)o1)c1ccccc1
10	0.15	0.68	-14	Cc1ccc(NC(=O)COC(=O)/C=C/c2cccs2)c(C)c1
11	0.55	0.42	-31	Cc1cccc(C(=O)NC(=S)NNC(=O)COc2c(C)cccc2C)c1
12	0.84	0.35	x	COc1ccc(-c2sccc2C(C)C(=O)O)cc1 (configuration not stated)
13	-0.73	-0.92	x	CCOc1c2ccc(C(=O)NCc3ccc(C(F)(F)F)cc3C(F)(F)F)cc2nn1C
14	0.49	-0.89	44	CCn1nnc(C(=O)O)c1C(=O)O
15	-0.21	0.16	x	Cc1cc(NC(=O)c2cc(-c3cccs3)nc3ccccc23)no1
16	x	x	28	CCN(CC)CCN(C(=O)c1c(F)cccc1F)c1nc2cc(C)cc(C)c2s1
17	-2.1	-1	-4	O=S(=O)(NC1CCCCC1)c1ccc(-c2csnn2)s1
18	-0.84	-1.4	x	N#C/C(=C\c1ccc(N2CCOCC2)c([N+](=O)[O-])c1)c1nc2ccccc2[nH]1
19	-0.01	-0.82	-17	COc1cc2c3c(c1)-c1c(sn(-c4cc(OC)ccc4OC)c1=S)C(C)(C)N3C(=O)C2=O
20	-0.17	-0.32	-9	O=C(O)c1ccc(NC(=O)C2CC=CCC2C(=O)O)cc1 (configuration not stated)
21	0.47	1	23	CC(=O)Nc1cc(C(=O)N2CCCC2)ccc1S(=O)(=O)c1ccc(C)cc1
22	-0.42	-0.7	x	C=C(C)Cn1c(N2CCCC2)nc2c1c(=O)[nH]c(=O)n2C
23	0.11	-0.01	x	CCOC(=O)c1sc(NC(=S)NC(=O)C23CC4CC(CC(C4)C2)C3)cc1C
24	-0.85	-1.1	18	COc1ccc2c(c1)CCc1sc(NC(=O)c3ccc(C)cc3)nc1-2
25	0.2	0.58	9	CCOc1ccc(C(C)=O)cc1N1C(=O)C2C3C=CC(O3)C2C1=O (configuration not stated)
26	-0.36	-0.51	67	O=C(NS(=O)(=O)c1ccc(NC(=O)C2CCCO2)cc1)c1ccccc1 (configuration not stated)
27	-0.15	0.85	-33	O=[N+]([O-])c1cc(C(F)(F)F)cc([N+](=O)[O-])c1N1CCN(S(=O)(=O)c2ccccc2)CC1
28	0.97	0.63	37	CC(C)C(=O)NCCc1c[nH]c2ccccc12
29	-0.36	0.11	-36	O=C(Cc1cccs1)N(Cc1cccs1)C1(C(=O)NC2CCCC2)CCCCC1
30	0.28	1.6	41	Cc1ccc(C(=O)CSc2nnc(-c3ccc4[nH]c(C)c(C)c4c3)o2)cc1C

Single records, from the list above. Order of values: SDO1 yeast rescue	SDO1 yeast rescue Rescue 24 h	INS promoter inh
CCOC(=O)c1sc(NC(=S)NC(=O)C23CC4CC(CC(C4)C2)C3)cc1C across the screens: 0.11	-0.01	x
N#C/C(=C\c1ccc(N2CCOCC2)c([N+](=O)[O-])c1)c1nc2ccccc2[nH]1 across the screens: -0.84	-1.4	x
CC(=O)Nc1cc(C(=O)N2CCCC2)ccc1S(=O)(=O)c1ccc(C)cc1 across the screens: 0.47	1	23
O=C(O)c1ccc(NC(=O)C2CC=CCC2C(=O)O)cc1 (configuration not stated) across the screens: -0.17	-0.32	-9
CCOc1ccc(C(C)=O)cc1N1C(=O)C2C3C=CC(O3)C2C1=O (configuration not stated) across the screens: 0.2	0.58	9

(more compounds)
entry	SDO1 yeast rescue	SDO1 yeast rescue Rescue 24 h	INS promoter inh	mol
31	0.17	-0.19	x	CC(=O)c1cccc(NC(=O)N2CCCC2C(=O)Nc2cccc(C)c2C)c1 (configuration not stated)
32	-0.76	0.31	-22	CCOC(=O)Cc1ccc(NC(=O)c2ccc(C(C)(C)C)cc2)cc1
33	0.11	-0.79	x	COC(=O)/C=C1/SC(=NC(=O)c2ccccc2)NC1=O
34	x	x	-83	Cc1ccc(N2C(=O)C3N=NN(CC(=O)N4N=C(c5ccccc5)CC4c4ccccc4)C3C2=O)cc1 (configuration not stated)
35	-0.13	0.21	-28	COc1ccc(NC(=O)c2cc(C)nc3ccccc23)cc1S(=O)(=O)Nc1ccccc1Cl
36	-0.16	-1.1	x	COCCCN1C(=O)C(O)=C(C(=O)c2ccco2)C1c1cccc(Br)c1 (configuration not stated)
37	x	x	-6	CSc1nc(C)c(CCOCc2ccc(F)cc2)c(=O)[nH]1
38	-0.74	-1.2	23	CC1CCCCC1NC(=O)c1ccc(S(=O)(=O)NCc2ccco2)cc1 (configuration not stated)
39	-0.21	-0.24	-30	CN(CC(=O)Nc1ccc(F)cc1)c1ccc(S(=O)(=O)N2CCCCC2)cc1[N+](=O)[O-]
40	x	x	31	O=C1C(=O)N(CC2CCCO2)C(c2ccco2)/C1=C(/O)c1ccc(F)cc1 (configuration not stated)
41	-0.2	-1.2	u	Cc1cccc(OCC(=O)N(Cc2cccs2)C2CCS(=O)(=O)C2)c1 (configuration not stated)
42	0.24	0.28	51	CC(=O)CSc1nc2ccccc2s1
43	0.6	0.37	-33	O=C(Nc1cc2c(oc1=O)CCCC2=O)c1ccccc1
44	-1.5	-1	34	CCn1c(C(=O)N2CCc3ccccc3C2)cc2oc3ccccc3c21
45	-0.26	-0.53	33	COC(=O)C1=C(C)N(C)C(=S)NC1c1ccc(Cl)cc1 (configuration not stated)

Six entries out of the list, ordered by heavy-atom count, lowest first.
entry	SDO1 yeast rescue	SDO1 yeast rescue Rescue 24 h	INS promoter inh	mol
42	0.24	0.28	51	CC(=O)CSc1nc2ccccc2s1
45	-0.26	-0.53	33	COC(=O)C1=C(C)N(C)C(=S)NC1c1ccc(Cl)cc1 (configuration not stated)
43	0.6	0.37	-33	O=C(Nc1cc2c(oc1=O)CCCC2=O)c1ccccc1
32	-0.76	0.31	-22	CCOC(=O)Cc1ccc(NC(=O)c2ccc(C(C)(C)C)cc2)cc1
44	-1.5	-1	34	CCn1c(C(=O)N2CCc3ccccc3C2)cc2oc3ccccc3c21
34	x	x	-83	Cc1ccc(N2C(=O)C3N=NN(CC(=O)N4N=C(c5ccccc5)CC4c4ccccc4)C3C2=O)cc1 (configuration not stated)

New compounds follow.
entry	SDO1 yeast rescue	SDO1 yeast rescue Rescue 24 h	INS promoter inh	mol
46	-1.3	0.19	22	CCCn1c(NC(=O)c2ccc(Br)cc2)nc2ccccc21
47	0.68	-0.28	-375	CS(=O)(=O)NC1c2cccc3cccc(c23)C1N1CCOCC1 (configuration not stated)
48	0.01	0.48	-40	CCOC(=O)c1sc(NC(=O)c2cc(-c3cccc(O)c3)on2)c(C(=O)OCC)c1C
49	1.9	1.9	x	CC(=O)Nc1ccc(NCN2C(=O)[C@@H]3[C@H]4CC[C@H](C4)[C@@H]3C2=O)cc1
50	0.41	0.63	-361	O=C(Nc1ccccc1)NC1CCS(=O)(=O)C1 (configuration not stated)
51	-0.28	-0.18	x	O=C(NCc1ccco1)C1CC(c2cccc([N+](=O)[O-])c2)=NO1 (configuration not stated)
52	0.22	0.23	20	CC(C)Cc1nc(Cl)c(C#N)c2c1CCCC2
53	2.7	1.8	-36	Cc1nc(C)n(CC(O)COc2ccc3ccccc3c2)n1 (configuration not stated)
54	0.41	1.4	15	CC(C)Oc1ccc(/C=N/NC(N)=S)cc1
55	0.57	0.15	20	Cc1ccc(CN2CCN(/N=C/c3cccnc3)CC2)c(C)c1
56	-0.09	-0.22	x	O=C(Nc1cc(C(F)(F)F)ccc1N1CCCC1)c1cccnc1
57	-0.31	-0.9	-117	CC(C)CCNC(=O)C(c1ccco1)N(C(=O)Cn1nnc2ccccc21)c1ccc2c(c1)OCO2 (configuration not stated)
58	0.5	1.1	-54	COc1ccc(/C=N/NC(=O)COc2cc(C)cc(C)c2)cc1COC(C)=O
59	-0.01	-0.12	7	CCOC(=O)NC(Nc1ccc(OC)cc1)(C(F)(F)F)C(F)(F)F
60	x	x	-10	Cc1nnc(SCc2c(Cl)cccc2[N+](=O)[O-])s1
61	-0.33	-0.53	-10	CN(C)C=NC1=NN(c2cccc(C(F)(F)F)c2)CC1
62	-0.32	-0.97	x	CCCCCSc1nnc2c(n1)OC(C)N(C(C)=O)c1ccccc1-2 (configuration not stated)
63	-1.8	-1.2	43	CCCOC(=O)c1ccc(Oc2cn[nH]c2-c2ccc(OC)cc2O)cc1
64	x	x	-15	COc1ccc(N(Cc2ccccc2)S(=O)(=O)c2ccc(C)cc2)cc1
65	0.55	0.36	x	Cn1c(NC(=O)c2ccccc2F)cc(=O)n(C)c1=O
66	0.12	-0.61	x	CCOC(=O)C(Cc1ccccc1)C(=O)Nc1nccs1 (configuration not stated)
67	0.12	0.2	-48	CCCN(c1ccc(C(C)C)cc1)S(=O)(=O)c1c(C)[nH]c(=O)[nH]c1=O
68	-0.81	-0.97	-53	O=C(Nn1cc(C(=O)N2CCN(c3ccccc3F)CC2)c2ccccc2c1=O)c1cnccn1
69	-0.09	-0.05	0	CNC(=O)C1CC(=O)N(c2ccc(F)c(Cl)c2)C1 (configuration not stated)
70	-0.18	-0.7	-44	COC(=O)/C(=N\Nc1ccc(Cl)cc1)Sc1nnc(-c2ccc(OC)cc2)n1C
71	-0.54	-0.59	-7	O=C1/C(=C/c2ccco2)N=C(N2CCCCC2)N1c1ccccc1
72	0.75	1.5	-30	O=C(COC(=O)c1cc(Br)c(Br)s1)NCCC1=CCCCC1
73	-0.33	-1.1	-21	CCCn1c2ccccc2c2nnc(SCC(=O)Nc3cc(C)on3)nc21
74	-1.7	-0.48	23	CC(OC(=O)c1cc2sccc2n1C)C(=O)NCc1ccc2c(c1)OCO2 (configuration not stated)
75	x	x	50	CC(=O)NS(=O)(=O)c1ccc(NC(=O)c2cccc(S(=O)(=O)N3CCc4ccccc43)c2)cc1
76	-0.27	0.14	x	N#C/C(=C1\CCCN1)c1ccc2ccccc2n1
77	0.15	-0.15	-217	COc1cc(C2Sc3ccccc3NC3=C2C(=O)OC3)cc(OC)c1OC (configuration not stated)
78	0.48	0.54	-226	CCOc1ccc(S(=O)(=O)n2nnc3ccccc32)cc1C(C)C
79	-0.38	-0.59	-13	CC(C)c1ccc(-c2nc(N3CCCCC3)[nH]c(=O)c2C#N)cc1
80	0.01	0.28	-7	O=C(NCc1ccco1)c1ccccc1-c1ccccc1
81	-0.57	-1.3	-38	Cc1cnc(NC(=O)c2ccco2)s1
82	0.74	0.52	x	Cc1ccc(OCC(=O)N2CCC(N3CCCCCC3)CC2)cc1
83	-1.5	-0.79	-39	Cc1nn(-c2ccccc2)c(Cl)c1/C=N/NC(=O)C1COc2ccccc2O1 (configuration not stated)
84	0.28	-0.02	-59	CN(C)C(=O)CSc1nnc(C23CC4CC(CC(C4)C2)C3)o1
85	-0.53	-0.78	x	Cc1cc(NC(=O)CSc2cn(CCNC(=O)c3ccccc3)c3ccccc23)no1
86	0.73	1	0	O=C1CCC(C(=O)OCC(=O)c2c[nH]c3ccccc23)=NN1
87	0.83	-0.02	-51	COc1ccc(-n2c(SCC(N)=O)nc3nc4c(cc3c2=O)COC(C)(C)C4)cc1
88	0.81	0.39	-29	Cc1cccc(-n2c3nc(=O)[nH]c(=O)c-3cc3cc([N+](=O)[O-])ccc32)c1
89	-0.71	-0.18	-31	Cc1ccc(S(=O)(=O)Cn2nnnc2CN(Cc2ccco2)Cc2cccs2)cc1
90	0.9	0.78	-19	CCc1ccccc1NC(=O)CCN1C(=O)c2ccccc2C1=O
91	-0.88[9.5 µM]	-0.02	-56	CCCN(CCC)c1nc2ccccc2nc1C(C#N)C(=O)OC(C)COC (configuration not stated)
92	x	x	-18	O=C(CNC(=O)c1ccc(Cl)cc1)OC1CCOC1=O (configuration not stated)
93	-0.08	-0.89	42	O=C(CCc1nc2cccnc2n1Cc1ccccc1)N1CCOCC1
94	-0.06	-0.48	-85	CCNC(=O)c1ccc(CSc2ccc(Cl)cc2)cc1
95	-0.39	-0.51	-120	Cc1c(C(=O)NCc2ccc3c(c2)cc(C)n3C)cccc1[N+](=O)[O-]
96	0.74	0.5	7	CCOC(=O)N1CCC(N(CCN(C)C)C(=S)Nc2cc(C)cc(C)c2)CC1
97	-1.4	-1.4	0	Cc1ccc2cccc(Oc3ccc([N+](=O)[O-])cc3[N+](=O)[O-])c2n1
98	x	x	-27	COc1cccc(C2NC(=O)c3ccccc3O2)c1OCc1ccccc1F (configuration not stated)
99	1.8	2.1	22	COCCCn1c(SCc2cc(=O)[nH]c3ccccc23)nnc1-c1ccco1
100	-0.25	-0.23	-27	C=CCOn1c(=O)c(=O)n(OCc2ccccc2)c2ccccc21
101	0.7	1	x	O=c1cc(N2CCc3ccccc3C2)[nH]c(=O)n1-c1ccccc1Cl
102	0.47	-0.17	10	CCN(CC)C(=O)Nc1c(C)n(C)n(-c2ccccc2)c1=O
103	1.3	0.42	27	Cc1ccc(-n2ncc(C(=O)NCc3ccc4c(c3)OCO4)c2NC(=O)c2ccco2)cc1C
104	-0.56	-0.71	14	O=c1c(/C=N/O)coc2ccc3ccccc3c12

The list is partial (hit frequency here may not be typical).
